Lipid storage S3: qHTS Assay for Lipid Storage Modulators in Drosophila S3 Cells. Drosophila S3 cells, BODIPY lipid droplet fluorescence, 18-24 h; cells fed with added oleic acid. lipid storage change, negative = inhibition, % at the top dose, mostly 46.1 µM; hits show Potency in µM. 320,000 compounds, 0.64% hits; active = well fitted inhibition curve with a large enough effect in the signal ratio, with a control signal flat, not every such curve was filed as active; inconclusive = small, poorly fitted or top-dose-only effect, or effect the other way, or a change in a side signal; the % refers to the signal ratio
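Drosophila S3 cells loaded with oleic acid (400 uM, as added) and compounds at several concentrations; lipid droplets imaged by 488-nm laser-scanning cytometry, 500–530 nm intensity and object ratio to cell channel. Percent activity normalized to 20 uM Triacsin C.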
Lipid storage S3 cell count max: recorded beside Lipid storage S3, whose call it bears; cell number change, %; measured here: cell count max response;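 cells counted by Cell Tracker Red CMTPX staining in the red channel; peak over a dose series mostly up to 46.1 µM; percent activity relative to internal control wells on each plate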
The depositor's hits bear a star. % is set by controls: 0 for no effect and ±100 for the full control effect; potency is the fitted concentration of half-maximal effect. These rows are one share of the data; the hit share may differ from the screen's.

Results for O=C(O)C1CC=CCC1C(=O)N1CC=C(c2ccccc2)CC1 (stereo not given) ?
Lipid storage S3: -4%; Lipid storage S3 cell count max: -1

Results for CC(C)n1nc(C(=O)Nc2cccc(S(=O)(=O)N3CCCCC3)c2)c2ccccc2c1=O ?
Lipid storage S3: inactive; Lipid storage S3 cell count max: -15

How did O=C(COc1ccc([N+](=O)[O-])cc1)Nc1cccc(C(=O)Nc2ccccc2C(=O)O)c1 do in these assays?
Lipid storage S3: inconclusive

How did O=C(Cc1cc(=O)[nH]c(=O)[nH]1)NCC1CCCO1 (stereo not given) do in these assays?
Lipid storage S3: inconclusive

Results for OCC1(Cc2ccccc2)CCN(Cc2ccc(C(F)(F)F)cc2)CC1 ?
Lipid storage S3: -6%; Lipid storage S3 cell count max: -20

How did CSc1nc2c(c(-c3ccc(O)cc3)c1C#N)CCC2 do in these assays?
Lipid storage S3: inconclusive

How did O=C1OCCN1C(=O)[C@H]1[C@H](c2ccc(Cl)cc2)C(c2cccc(Cl)c2)=NN1c1ccccc1 do in these assays?
Lipid storage S3: 15%; Lipid storage S3 cell count max: -22

What do the screens show for `COCCN(C(=O)COC(=O)c1cc2c(s1)CCC2)c1c(N)n(Cc2ccccc2)c(=O)[nH]c1=O`?
Lipid storage S3: 13%; Lipid storage S3 cell count max: 3

What do the screens show for `COc1cc(C(=O)OCC(=O)N(C)Cc2ccccc2)cc(OC)c1OC`?
Lipid storage S3: 12%; Lipid storage S3 cell count max: -7

What do the screens show for `CCOC1=NN(c2ncc(C(F)(F)F)cc2Cl)C(=O)C1`?
Lipid storage S3: inconclusive

What do the screens show for `O=C1CCc2cc(S(=O)(=O)Nc3ccccc3)cc3c2N1CCC3`?
Lipid storage S3: inconclusive

What do the screens show for `COc1ccccc1NC(=O)C1CCCN1S(=O)(=O)c1cccc2nsnc12` (stereo not given)?
Lipid storage S3: 6%

Results for O=C(O)c1ccc(NCCC2=CCCCC2)c([N+](=O)[O-])c1 ?
Lipid storage S3: 2%; Lipid storage S3 cell count max: 17

How did COc1cc([N+](=O)[O-])ccc1N do in these assays?
Lipid storage S3: -1%; Lipid storage S3 cell count max: 0

How did Cc1ccccc1N(C)S(=O)(=O)c1ccc2[nH]cc(C(=O)NCC3CCCO3)c(=O)c2c1 (stereo not given) do in these assays?
Lipid storage S3: inconclusive

How did CCOc1cc(N2CCOCC2)c(OCC)cc1NC(=O)c1nc2nc(C)cc(C)n2n1 do in these assays?
Lipid storage S3: inconclusive

How did CC(C)Oc1ccc(C(CCNCc2ccc(O)cc2)c2ccccc2)cc1 (stereo not given) do in these assays?
Lipid storage S3: inconclusive

Results for NS(=O)(=O)c1ccc(CCn2c(=S)[nH]c3ccccc3c2=O)cc1 ?
Lipid storage S3: 3%; Lipid storage S3 cell count max: -2

How did C[C@@H]1CN(C2CCN(Cc3nc(C(c4ccccc4)c4ccccc4)no3)CC2)C[C@H](C)O1 do in these assays?
Lipid storage S3: 0%; Lipid storage S3 cell count max: -1

Results for Cc1[nH]n(-c2ccccc2)c(=O)c1/C=N/NC(=O)c1cccc([N+](=O)[O-])c1 ?
Lipid storage S3: 16%; Lipid storage S3 cell count max: -8

How did Cc1ccc(CNC(=O)COC(=O)Cn2nc(C)c([N+](=O)[O-])c2C)cc1 do in these assays?
Lipid storage S3: inconclusive

Results for CC(=O)OCC(=O)N1N=C(c2ccc3ccccc3c2)CC1c1ccccc1 (stereo not given) ?
Lipid storage S3: inconclusive

Results for CC1CC(C)CN(CCCNC(=O)c2ccc(N3CCCC3=O)cc2)C1 (stereo not given) ?
Lipid storage S3: inactive; Lipid storage S3 cell count max: -13

Results for CCn1c(SCC(=O)N/N=C/c2cc(OC)c(O)c(OC)c2)nc2ccccc21 ?
Lipid storage S3: -1%; Lipid storage S3 cell count max: -10

How did COc1ccc(NC(=O)CN(C)C(=O)CCC2CCCC2)cc1 do in these assays?
Lipid storage S3: inconclusive

How did CCOC(=O)c1sc2ncnc(N3CCN(C(=O)OCC)CC3)c2c1C do in these assays?
Lipid storage S3: inconclusive

Results for COc1ccc2c(c1)c1nc3ccccc3nc1n2Cc1ccc(OC(C)C)c(OC)c1 ?
Lipid storage S3: inconclusive

Results for Cc1nn(Cc2ccccc2Cl)c(C)c1NC(=O)NC12CC3CC(CC(C3)C1)C2 ?
Lipid storage S3: inconclusive

How did COC(CN1CCc2c(C)nc3c(C#N)cnn3c21)OC do in these assays?
Lipid storage S3: 25%

Results for COc1cc(/C=C2\SC(=O)N(CCNC(=O)c3sc4cc(F)ccc4c3Cl)C2=O)cc(OC)c1OC ?
Lipid storage S3: 8%; Lipid storage S3 cell count max: 21

Results for COc1cc2c(C#N)c(N3CCN(c4ccccc4OC)CC3)nc(N)c2c(N)n1 ?
Lipid storage S3: inconclusive

What do the screens show for `CCn1c(P(C)(=O)O)nc2cc(NC(=O)c3ccccc3Cl)ccc21`?
Lipid storage S3: inconclusive

How did CCCCOc1ccc(NC(=O)CSc2cccc3cccnc23)cc1 do in these assays?
Lipid storage S3: inconclusive

What do the screens show for `Oc1ccc(NCc2ccc(OCc3ccccc3)cc2)cc1`?
Lipid storage S3: -6%; Lipid storage S3 cell count max: -8

Results for COc1ccc2c(c1)-c1c(ssc1=S)C(C)(C)N2S(=O)(=O)c1ccc(C)cc1 ?
Lipid storage S3: inconclusive

Results for Cc1ccc(NC(=O)C(C)Sc2nnc(-c3cccnc3)o2)cc1 (stereo not given) ?
Lipid storage S3: 14%; Lipid storage S3 cell count max: 1

What do the screens show for `O=C(COC(=O)C1=COCCO1)NCc1ccc(F)cc1`?
Lipid storage S3: 11%; Lipid storage S3 cell count max: -3

Results for O=C(CN1C(=O)NC2(CCc3ccccc3C2)C1=O)NCc1ccco1 (stereo not given) ?
Lipid storage S3: inconclusive

Results for COC(=O)c1ccccc1NC(=O)c1cc[n+]([O-])cc1 ?
Lipid storage S3: inconclusive

Results for N#Cc1ccc(C(=O)N(Cc2ccccc2)c2ccccc2)cc1 ?
Lipid storage S3: inconclusive

Two consecutive entries from above:
How did Cc1ccc(CNC(=O)COC(=O)Cn2nc(C)c([N+](=O)[O-])c2C)cc1 do in these assays?
Lipid storage S3: inconclusive

Results for CC(=O)OCC(=O)N1N=C(c2ccc3ccccc3c2)CC1c1ccccc1 (stereo not given) ?
Lipid storage S3: inconclusive

Other records.
Results for CCOCCCNC(=O)N[C@H](C(=O)OC)C(C)CC (stereo not given in full) ?
Lipid storage S3: -6%; Lipid storage S3 cell count max: -9

Results for CC(C)C(=O)N1CCN(c2c(Cl)cccc2[N+](=O)[O-])CC1 ?
Lipid storage S3: -7%; Lipid storage S3 cell count max: 4

How did CCn1nnnc1Oc1ccc(Cl)cc1 do in these assays?
Lipid storage S3: inconclusive

Results for CCn1c(SCC(=O)c2ccc(OC)cc2)nnc1C(C)NC(=O)c1ccc(OC)cc1 (stereo not given) ?
Lipid storage S3: inactive

What do the screens show for `O=S(=O)(c1ccccc1)c1cccc(S(=O)(=O)N2CCCCC2)c1`?
Lipid storage S3: inactive; Lipid storage S3 cell count max: 7

Results for CN(Cc1ccccc1)C(=O)Cc1ccccc1 ?
Lipid storage S3: inconclusive

How did COc1ccc(CNC(=O)C(=O)NCC2OCCN2S(=O)(=O)c2ccc3c(c2)OCCO3)cc1 (stereo not given) do in these assays?
Lipid storage S3: inconclusive

Results for CC(C)(Sc1ccc(CCN(CCCCC2CCCCC2)C(=O)NC2CCCCC2)cc1)C(=O)O ?
Lipid storage S3: 0%; Lipid storage S3 cell count max: -13

What do the screens show for `COc1ccc(NC(=O)C2C(c3ccccc3)C2(Cl)Cl)c(OC)c1` (stereo not given)?
Lipid storage S3: inconclusive

Results for CCOC(=O)NNC1CC(=O)N(c2ccc(OC)cc2)C1=O (stereo not given) ?
Lipid storage S3: inconclusive

Results for CC(C)OCCCNC(=O)CCN1C(=O)COc2ccccc21 ?
Lipid storage S3: -20%; Lipid storage S3 cell count max: -1

How did COc1ccc(C(=O)Nc2ccc(-c3nnn(CC(=O)NCc4ccco4)n3)cc2)cc1 do in these assays?
Lipid storage S3: -17%; Lipid storage S3 cell count max: -10

Results for CN1CCC(N(CCc2ccccc2)C(=O)CCC(=O)O)CC1 ?
Lipid storage S3: 14%; Lipid storage S3 cell count max: 0

What do the screens show for `O=C1CCC(C(=O)N2CCCCCC2)CN1CCc1ccc(Cl)cc1` (stereo not given)?
Lipid storage S3: inactive; Lipid storage S3 cell count max: -4

What do the screens show for `C=CCN(C(=O)CNC(=O)c1cccs1)C(C(=O)NC(C)(C)C)c1ccccc1` (stereo not given)?
Lipid storage S3: -5%; Lipid storage S3 cell count max: 1

Results for O=C(CS(=O)(=O)c1ccccc1)N1CCCCC1 ?
Lipid storage S3: inactive; Lipid storage S3 cell count max: 17

Results for C[C@@H]1ON(C2CCCCC2)[C@H]2c3nc4ccccc4n3C[C@@H]12 ?
Lipid storage S3: 0%; Lipid storage S3 cell count max: 23

What do the screens show for `CCC1(CC)Cc2ccccc2-c2nc(CN(C)C)[nH]c(=O)c21`?
Lipid storage S3: -19%; Lipid storage S3 cell count max: -6

What do the screens show for `O=S1(=O)CCN(C(CCO)c2cccc(C(F)(F)F)c2)CC1` (stereo not given)?
Lipid storage S3: inconclusive

Results for O=C(O)CCCCc1nc2ccccc2s1 ?
Lipid storage S3: inactive

How did COc1ccc(C(CC(=O)Nc2ccc(Cl)cc2F)NC(=O)C(F)(F)F)cc1 (stereo not given) do in these assays?
Lipid storage S3: inactive

What do the screens show for `COc1ccc(S(=O)(=O)N2CCC(n3cnc4ccccc43)CC2)cc1`?
Lipid storage S3: inconclusive

What do the screens show for `O=C(O)c1ccc(/C=C2\SC(=Nc3ccccc3)N(c3ccccc3)C2=O)cc1`?
Lipid storage S3: 3%; Lipid storage S3 cell count max: 1

How did CCN(C(=O)c1ccc(C(C)(C)C)cc1)c1nnc(Cn2nnc3ccccc32)s1 do in these assays?
Lipid storage S3: inconclusive

Results for O=C1COc2ccc(C(=O)COC(=O)CNC(=O)c3ccco3)cc2N1 ?
Lipid storage S3: inconclusive

What do the screens show for `COc1ccccc1NS(=O)(=O)c1ccc(O)c(C(=O)OCC(=O)c2ccc(Cl)cc2Cl)c1`?
Lipid storage S3: inconclusive

How did Cn1nc(C(=O)Nc2nc(-c3ccc(F)cc3)cs2)ccc1=O do in these assays?
Lipid storage S3: 13%; Lipid storage S3 cell count max: -1

Results for CC1CCCN(CC(=O)Nc2cc(Cl)ccc2Oc2ccccc2)C1 (stereo not given) ?
Lipid storage S3: inconclusive

What do the screens show for `COc1cccc(NC(=O)Nc2nnc(Cc3ccc(F)cc3)s2)c1`?
Lipid storage S3: 15%; Lipid storage S3 cell count max: 12

What do the screens show for `Cc1ccc(NC(=O)COc2ncnc3c(Cl)cc(Cl)cc23)cc1[N+](=O)[O-]`?
Lipid storage S3: inconclusive

Results for Cc1csc2nc(CNC(=O)C3CC=CCC3C(=O)O)cn12 (stereo not given) ?
Lipid storage S3: 10%; Lipid storage S3 cell count max: 12

Results for COc1ccc(C(=O)Nc2cccc(OC)c2)cc1 ?
Lipid storage S3: inconclusive

Results for Nc1nc(N)nc(-c2cc(F)ccc2O)n1 ?
Lipid storage S3: inconclusive

Results for NC(=O)CCS(=O)(=O)c1ccc(Cl)cc1 ?
Lipid storage S3: inconclusive

How did CC(C)(C)NC(=O)CSc1nnc(-c2c[nH]c3ccccc23)o1 do in these assays?
Lipid storage S3: inconclusive

How did Cc1ccccc1NC(=O)c1sc2nc3c(c(-c4ccco4)c2c1N)CCCC3 do in these assays?
Lipid storage S3: inconclusive

How did COc1ccc(NC(=O)Cn2nnc(-c3ccccc3NS(=O)(=O)c3ccc(OC)cc3)n2)cc1 do in these assays?
Lipid storage S3: inconclusive

What do the screens show for `COc1ccc(N(CC(=O)Nc2ccc(C)cc2C)S(=O)(=O)c2ccccc2[N+](=O)[O-])c(OC)c1`?
Lipid storage S3: -18%; Lipid storage S3 cell count max: -17

Results for O=C(Nc1cccc(Cl)c1)Nc1nnc(-c2ccncc2)s1 ?
Lipid storage S3: inconclusive

How did Cn1c(CNC(=O)Nc2ccccc2)nnc1SCc1ccccc1 do in these assays?
Lipid storage S3: -11%; Lipid storage S3 cell count max: 1

How did COC(=O)c1ccc(-n2nnnc2SCC(=O)NCc2cccc(C(=O)O)c2)cc1 do in these assays?
Lipid storage S3: inconclusive

Structures from the list above with fluorine:
Results for OCC1(Cc2ccccc2)CCN(Cc2ccc(C(F)(F)F)cc2)CC1 ?
Lipid storage S3: -6%; Lipid storage S3 cell count max: -20

What do the screens show for `CCOC1=NN(c2ncc(C(F)(F)F)cc2Cl)C(=O)C1`?
Lipid storage S3: inconclusive

Results for COc1cc(/C=C2\SC(=O)N(CCNC(=O)c3sc4cc(F)ccc4c3Cl)C2=O)cc(OC)c1OC ?
Lipid storage S3: 8%; Lipid storage S3 cell count max: 21

What do the screens show for `O=C(COC(=O)C1=COCCO1)NCc1ccc(F)cc1`?
Lipid storage S3: 11%; Lipid storage S3 cell count max: -3

What do the screens show for `O=S1(=O)CCN(C(CCO)c2cccc(C(F)(F)F)c2)CC1` (stereo not given)?
Lipid storage S3: inconclusive

How did COc1ccc(C(CC(=O)Nc2ccc(Cl)cc2F)NC(=O)C(F)(F)F)cc1 (stereo not given) do in these assays?
Lipid storage S3: inactive

How did Cn1nc(C(=O)Nc2nc(-c3ccc(F)cc3)cs2)ccc1=O do in these assays?
Lipid storage S3: 13%; Lipid storage S3 cell count max: -1

What do the screens show for `COc1cccc(NC(=O)Nc2nnc(Cc3ccc(F)cc3)s2)c1`?
Lipid storage S3: 15%; Lipid storage S3 cell count max: 12

Results for Nc1nc(N)nc(-c2cc(F)ccc2O)n1 ?
Lipid storage S3: inconclusive

Bioassay records from PubChem.
